Screens as filed in PubChem.
Mdm2 MdmX PPI: inhibitors of human Mdm2/MdmX interaction; O15151+Q00987; SaOS-2 split-luciferase Mdm2/MdmX complementation, luminescence; inhibition, % at 8 µM; 3% of 330,000 active; AID 485346;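 active = inhibition of at least 50% at 8 µM in the primary screen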
Target sequence (O15151 whole entry, looked up): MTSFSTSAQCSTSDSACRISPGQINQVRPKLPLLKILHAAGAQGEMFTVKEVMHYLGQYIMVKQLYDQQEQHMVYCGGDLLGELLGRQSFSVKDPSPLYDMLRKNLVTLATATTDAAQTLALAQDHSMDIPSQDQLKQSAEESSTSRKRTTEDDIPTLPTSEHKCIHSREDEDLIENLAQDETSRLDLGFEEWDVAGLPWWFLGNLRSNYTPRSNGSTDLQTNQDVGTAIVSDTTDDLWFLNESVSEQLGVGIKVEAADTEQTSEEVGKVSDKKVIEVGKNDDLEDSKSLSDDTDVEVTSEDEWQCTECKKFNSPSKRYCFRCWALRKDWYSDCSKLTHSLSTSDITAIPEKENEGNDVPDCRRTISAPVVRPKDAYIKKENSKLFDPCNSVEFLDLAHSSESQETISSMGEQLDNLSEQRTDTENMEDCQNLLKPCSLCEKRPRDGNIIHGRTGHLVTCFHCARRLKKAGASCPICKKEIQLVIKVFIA
Target sequence (Q00987 whole entry, looked up): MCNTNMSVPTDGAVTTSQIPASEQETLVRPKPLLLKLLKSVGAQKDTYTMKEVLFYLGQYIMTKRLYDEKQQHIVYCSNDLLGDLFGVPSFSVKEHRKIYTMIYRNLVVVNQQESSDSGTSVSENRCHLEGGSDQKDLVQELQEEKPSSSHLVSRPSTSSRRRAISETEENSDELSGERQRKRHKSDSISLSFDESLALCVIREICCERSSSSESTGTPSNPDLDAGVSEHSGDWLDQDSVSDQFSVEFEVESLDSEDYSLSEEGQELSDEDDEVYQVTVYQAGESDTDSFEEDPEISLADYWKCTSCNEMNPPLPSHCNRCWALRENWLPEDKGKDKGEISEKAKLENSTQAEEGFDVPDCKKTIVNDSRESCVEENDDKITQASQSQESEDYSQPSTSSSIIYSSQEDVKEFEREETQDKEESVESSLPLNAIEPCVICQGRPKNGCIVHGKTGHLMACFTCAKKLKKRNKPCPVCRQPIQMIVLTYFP
NR3A LBD binder: modulators (binders) of human NR3A ligand-binding domain; NR3A LBD differential scanning fluorimetry, Tm shift; 0% = protein alone, 100% = glycine-bound protein; Tm shift relative to glycine control, % at 25 µM; 2.5% of 340,000 active; AID 1259313;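 active = melting temperature shift of at least 10% of the positive control shift, at one fixed dose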
TIM10 inh: growth inhibitors of TIM10 yeast strain; inhibition, % at 10 µM; S. cerevisiae TIM10 strain growth, BacTiter-Glo luminescence, 24 h; 1.4% of 330,000 active; AID 463195;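 active = inhibition of 40% or more at the single tested concentration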;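 note: wild-type TIM10 isogenic control strain grown at permissive 25 °C; 0% = DMSO yeast wells and 100% = minimal medium wells without yeast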
UPR CHOP act: activators of apoptotic arm of unfolded protein response (CHOP); AID 449763; CHO-CHOP luciferase reporter, UPR activation, luminescence; percent of tunicamycin response over DMSO baseline; activation, % at 10 µM; 0.34% of 330,000 active;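 active = at 10 µM dose, activation of 40% or more, normalized to positive control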;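 note: 100% = tunicamycin at 10 µg/mL and 0% = DMSO alone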
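Assay system: CHO-CHOP cells, stable luciferase reporter of PERK-eIF2a-CHOP signalling / Buffer or medium: F12 plus 10% serum / Compound dosing: one dose, 10 µM in 0.5% DMSO / Times: 6 h compound treatment, 37 °C / Technique: luciferase luminescence / Read-out: % reporter activation, DMSO baseline versus tunicamycin full activation / Benchmarks: tunicamycin and DMSO controls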
XBP1 UPR activ: adaptive UPR (XBP1) activation; 0.33% of 330,000 active; activation, % at 20 µM; CHO-XBP1 luciferase reporter, IRE1-XBP1 UPR activation, luminescence; percent of tunicamycin response, DMSO as zero;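 active = versus positive control, 20 µM dose yields 30% or more activation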;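 note: 100% = tunicamycin at 10 µg/mL and 0% = DMSO only wells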
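Material: CHO cell line with stable XBP1 luciferase reporter; buffer or medium: F12 medium containing 10% fetal bovine serum; compound: single point, 20 µM final compound, 1% DMSO; incubation: 6 h treatment, 37 °C; measured by: glow luminescence from Steady-Glo reagent; evaluation: activation, % of tunicamycin; control set: tunicamycin high, DMSO low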
NLRP3 yeast inh: inhibitors of NALP3 inflammasome in yeast; Yeast reconstituted NLRP3/ASC/caspase-1, beta-gal luminescence, 24 h; inhibition, % at 10 µM; 0.39% of 330,000 active;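 active = inhibition of 50% or more; inactive = inhibition below 50%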;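 note: plate controls were induced DMSO wells for no effect and uninduced yeast grown without galactose for full effect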
APJ ag: activates the human apelin receptor APJ | AID 2520 | 0.11% of 330,000 active | P35414 | activation, % at 20 µM | CHO-K1 APJ PathHunter beta-arrestin, luminescence; 0% DMSO wells, 100% apelin;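 active = activation more than six SD over the plate average, tested at 20 µM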;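 note: 0% = DMSO alone and 100% = apelin-13 at 10 nM; some results filed as inactive read as strong as hits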
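Test system: CHO-K1 APJ beta-arrestin complementation cell line | Compound: Single test compound dose, 20 µM final, 1% DMSO | Incubation: Compound 90 min 25 °C, reagent 1 h | Measured by: beta-gal luminescence | Read-out basis: APJ–arrestin association signal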
tim10-1 inh: tim10-1 yeast growth inhibition | S. cerevisiae tim10-1 ts strain growth, BacTiter-Glo, 24 h | inhibition, % at 20 µM | 2.2% of 330,000 active;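 active = inhibition of at least 40%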;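 note: mutant grown at 25 °C; 0% = DMSO wells with yeast and 100% = wells holding no yeast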
tim23-1 inh: inhibits growth of tim23-1 mutant yeast; S. cerevisiae tim23-1 growth, BacTiter-Glo luminescence, 24 h; inhibition, % at 20 µM; 1.3% of 330,000 active; AID 463212;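 active = growth inhibition of the mutant yeast at or above 50%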;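 note: temperature-sensitive mutant grown at 25 °C; plate controls were DMSO-treated mutant yeast for no effect and medium wells lacking yeast for full effect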
The depositor's hits bear a star.

SMILES | Mdm2 MdmX PPI | NR3A LBD binder | TIM10 inh | UPR CHOP act | XBP1 UPR activ | NLRP3 yeast inh | APJ ag | tim10-1 inh | tim23-1 inh
COC(=O)c1ccc(COC(=O)c2ccc(CO)cc2)o1 | 9 | 0 | -10 | -2.7 | -1 | 19 | -1 | 23 | 4
O=C(CC1SC(=Nc2ccc(OC(F)F)cc2)N(CCN2CCOCC2)C1=O)Nc1ccccc1 (stereo not given) | -1 | -2 | 4 | -1.0 | -1 | 13 | -4 | 2 | 15
O=C(NCc1ccccn1)c1ccc(Cn2c(=S)[nH]c3ccc(Br)cc3c2=O)cc1 | 2 | 2 | 9 | -0.6 | 0 | 5 | -1 | 12 | 0
COc1nc(-c2ccccc2)nc(-c2ccccc2)c1C | 6 | 1 | 15 | -2.0 | -2 | 4 | -6 | 14 | 22
C=C(C)C(=O)Nc1cccc(C2=NOC3(C2)C[C@@H](C(N)=O)N(C(=O)/C=C/C=C/C)C3)c1 (stereo not given in full) | 5 | 1 | -1 | -0.9 | -2 | -8 | 1 | 2 | 6
CCSc1nnc(NC(=O)Cn2cnc3c2c(=O)n(C)c(=O)n3C)s1 | 15 | 1 | -17 | -0.7 | 1 | 7 | -1 | 4 | 6
O=C1Cc2cc(S(=O)(=O)Nc3ccccc3Cl)cc3c2N1CCC3 | 1 | 0 | 16 | 1.3 | -2 | 3 | 1 | 29 | 29
Cc1nc(CNS(=O)(=O)c2ccc(F)cc2)cs1 | -14 | -3 | -10 | 2.3 | -5 | 12 | 0 | 14 | 4
COc1cccc(/C=N/Nc2nc(Nc3ccc([N+](=O)[O-])cc3)nc(N3CCCC3)n2)c1O | 96* | 23* | 16 | 7.2 | 8 | 46 | 0 | 31 | 20
CC1CCCN(C(=O)c2cc(-c3ccco3)nc3ccccc23)C1 (stereo not given) | 8 | 1 | 24 | -0.5 | -2 | 4 | 0 | 33 | 45
Cc1cccc(NC(=O)CSc2nnc(NC(=O)c3ccco3)s2)c1 | -3 | 2 | -21 | 0.0 | 2 | 25 | -3 | -6 | 8
O=c1c2ccccc2nc2n1-c1ccccc1CCC2 | -9 | 0 | 9 | 0.0 | -2 | -5 | -4 | 16 | 1
Nc1ccc2nc(-c3ccc(N)c(Cl)c3)[nH]c2c1 | -31 | 16* | 11 | 3.4 | 2 | 23 | -2 | -1 | 10
CCOc1cc(CN2CCCC(N3CCc4ccccc4C3)C2)ccc1O (stereo not given) | 1 | 2 | -1 | 1.8 | -1 | 14 | -3 | -3 | -6
CC(OC(=O)c1nsc(Cl)c1Cl)C(=O)NCc1ccc2c(c1)OCO2 (stereo not given) | 11 | 0 | -12 | -2.0 | -2 | -5 | -1 | 8 | 16
O=C(/C=C\NCC(=O)c1ccccc1)c1ccc2ccccc2c1 | -5 | 4 | 26 | 2.9 | 2 | 1 | -2 | 24 | 28
CCCN(Cc1ccccc1)C(=S)Nc1cccc(C)c1C | 14 | 1 | 1 | -0.3 | 2 | 12 | -2 | 5 | 11
COc1ccccc1C(=O)NCCC(=O)Nc1ccc(S(=O)(=O)Nc2ncccn2)cc1 | 7 | 0 | -3 | 1.8 | 4 | 12 | 1 | 5 | 11
O=C(Cn1c(C(F)(F)F)nc2ccccc21)c1ccc(Cl)cc1 | 8 | -1 | 0 | -1.6 | -3 | 20 | 1 | 2 | 26
O=C(Nc1ccc(N2CCCCC2)c(Cl)c1)c1ccc2c(c1)OCCO2 | -36 | -7 | 45* | 4.7 | 2 | 20 | -1 | 35 | 45
O=C(Nc1ccnn1C1CCN(Cc2cc(Cl)ccc2O)CC1)c1cccnc1 | 9 | -1 | -4 | -0.9 | -4 | 20 | -2 | 16 | 3
COc1ccc(OCc2nnc3n2N=C(c2ccc(OC)cc2)CS3)cc1 | 23 | -1 | -5 | -0.6 | 4 | 12 | -2 | 26 | 35
O=C(c1cccs1)N1CCCC(c2nc3c(nnn3Cc3ccc(F)cc3)c(=O)[nH]2)C1 (stereo not given) | 11 | -2 | -5 | 0.3 | 2 | 26 | -2 | -16 | 5
CCn1c(-c2nn(C)cc2Cl)n[nH]c1=S | 20 | -1 | -11 | -2.0 | 3 | 20 | -1 | -1 | 3
O=C(/C=C/c1ccco1)NCCc1ccc(F)cc1 | -9 | -1 | -5 | 3.0 | -3 | 19 | 0 | 10 | 7
CCOC(=O)C1=NOC2COC3(CCN(c4ncccn4)CC3)OCC12 (stereo not given) | -10 | 0 | -1 | 0.7 | -3 | 14 | -3 | -5 | -5
Cc1noc(C)c1CSCC(=O)OCC(=O)N1CC(=O)Nc2ccccc21 | -6 | 0 | 13 | -0.1 | 2 | 16 | 2 | -12 | 14
Cc1ccc(-c2csc(=S)n2CC(=O)OCC(=O)NC(C)C(C)C)cc1 (stereo not given) | 18 | -2 | 23 | -1.0 | -1 | 2 | -3 | 26 | 25
O=C(COC(=O)c1ccc(S(=O)(=O)N2CCCCC2)cc1)NCc1ccco1 | -11 | -2 | -4 | 0.5 | -1 | 35 | -4 | 17 | 6
CN(C)c1nnnn1-c1cccc(Oc2ncc(C(F)(F)F)cc2Cl)c1 | -15 | -1 | 28 | 0.4 | 0 | -14 | -4 | 33 | 16
CCc1nnc(NC(=O)CSc2nnc(CNc3ccc(Cl)cc3)o2)s1 | 3 | -1 | -1 | -2.4 | 1 | 1 | 0 | 4 | 13
CN(C)S(=O)(=O)c1cccc(COc2ncnc3c(Cl)cc(Cl)cc23)c1 | 4 | -4 | 8 | 1.7 | 1 | 12 | -3 | 21 | 21
CCc1cc(=O)oc2cc(OC(=O)CN3C(=O)NC4(CCCC4)C3=O)ccc12 | 18 | 0 | 6 | 1.0 | 4 | 12 | -9 | 14 | 5
Cc1ccccc1C(=O)N1N=C(c2ccc(NS(C)(=O)=O)cc2)CC1c1cccs1 (stereo not given) | 22 | -1 | -15 | -0.6 | -6 | 4 | -4 | 27 | 6
COc1cccc(-c2noc(N)c2C#N)c1 | 15 | 1 | 31 | 1.0 | 2 | 11 | 14 | 52* | 36
O=C(O)c1ccc(N2CCCCCC2)c(N2C(=O)c3ccccc3C2=O)c1 | 26 | 5 | -1 | -5.3 | 1 | 17 | -2 | -2 | 13
CCOC(=O)CCCNC(=O)COC(=O)c1ccc(O)cc1 | 5 | 2 | 0 | 2.2 | 0 | -2 | 4 | -3 | 5
CCCOC(=O)Oc1ccc2c(=O)c(Oc3cc(C)cc(C)c3)coc2c1 | 26 | 1 | 47* | -0.1 | -2 | 20 | -3 | 38 | 51*
CSc1nnc2c(n1)OC(c1ccccn1)N(C(C)=O)c1ccccc1-2 (stereo not given) | 5 | 0 | -1 | -0.4 | 0 | -5 | -1 | 10 | 3
CCOc1ccc(N2CC(C(=O)Nc3cccc(S(=O)(=O)N4CCCCC4)c3)CC2=O)cc1 (stereo not given) | -29 | -17 | 16 | -0.5 | -2 | -1 | -1 | 15 | 10
O=C(CSc1nncn1-c1ccccn1)Nc1cccc(Cl)c1 | 12 | -1 | 15 | -1.5 | -4 | 7 | -1 | 29 | 9
Cc1ccc(-c2nn(C)c(=O)c3ccccc23)cc1CN1CCOCC1 | 40 | -12 | 16 | -0.8 | 0 | 7 | -14 | 15 | -2
CC(=O)Nc1cccc(C(=O)OCc2csc(CC(=O)Nc3ccccc3C)n2)c1 | 10 | -1 | 4 | 1.4 | -1 | 18 | -2 | 27 | 20
CCN1CCN(Cc2c(O)ccc3c(=O)c(-c4ccc(OC)c(OC)c4)c(C(F)(F)F)oc23)CC1 | -26 | 0 | 14 | -0.5 | 0 | -9 | -1 | 24 | 30
Cn1c(=O)n(C)c2cc([N+](=O)[O-])c(N3CCN(S(C)(=O)=O)CC3)cc21 | 2 | -3 | -14 | 1.4 | -1 | -10 | -1 | 15 | 3

Record cards, from the list above. Order of values: Mdm2 MdmX PPI | NR3A LBD binder | TIM10 inh | UPR CHOP act | XBP1 UPR activ | NLRP3 yeast inh | APJ ag | tim10-1 inh | tim23-1 inh
Entry for CCCN(Cc1ccccc1)C(=S)Nc1cccc(C)c1C : 14 | 1 | 1 | -0.3 | 2 | 12 | -2 | 5 | 11
Entry for CN(C)c1nnnn1-c1cccc(Oc2ncc(C(F)(F)F)cc2Cl)c1 : -15 | -1 | 28 | 0.4 | 0 | -14 | -4 | 33 | 16
Entry for CCN1CCN(Cc2c(O)ccc3c(=O)c(-c4ccc(OC)c(OC)c4)c(C(F)(F)F)oc23)CC1 : -26 | 0 | 14 | -0.5 | 0 | -9 | -1 | 24 | 30
Entry for CC(OC(=O)c1nsc(Cl)c1Cl)C(=O)NCc1ccc2c(c1)OCO2 (stereo not given) : 11 | 0 | -12 | -2.0 | -2 | -5 | -1 | 8 | 16
Entry for CCOC(=O)C1=NOC2COC3(CCN(c4ncccn4)CC3)OCC12 (stereo not given) : -10 | 0 | -1 | 0.7 | -3 | 14 | -3 | -5 | -5

Other results
SMILES | Mdm2 MdmX PPI | NR3A LBD binder | TIM10 inh | UPR CHOP act | XBP1 UPR activ | NLRP3 yeast inh | APJ ag | tim10-1 inh | tim23-1 inh
O=C(NN1C(=O)C2C3C=CC(C4CC34)C2C1=O)c1ccc(Cl)cc1 (stereo not given) | 10 | 3 | -14 | -0.2 | 4 | 19 | -1 | 4 | 12
COc1cccc(NC(=O)Nc2nnc(Cc3ccccc3F)s2)c1 | 46 | 8 | 20 | -1.5 | 5 | 14 | -1 | 8 | 22
Cn1c(Cn2cnc3ccccc32)nnc1SCC(=O)CC(=O)Nc1ccccc1 | -3 | 1 | 11 | 1.0 | -2 | 13 | -5 | 10 | -2
O=C(Nc1cccc(S(=O)(=O)N2CCCCC2)c1)c1cccs1 | -1 | -3 | 8 | 0.7 | 0 | 8 | 7 | 29 | 36
Cc1ccc2cccc(OCCOCCOc3ccccc3Br)c2n1 | 5 | 2 | 20 | 0.3 | 1 | 11 | -3 | 7 | 19
CCCn1nc(C(=O)Nc2cc(S(=O)(=O)Nc3ccc(OC)cc3)ccc2O)c2ccccc2c1=O | -7 | 27* | -9 | 0.4 | 3 | 19 | -1 | 8 | 1
COC(=O)Cn1cc(/C=C(/C#N)C(=O)N2CCOCC2)c2ccccc21 | -1 | 0 | -15 | -1.3 | -3 | 6 | 12* | 17 | 3
CCOC(=O)C(NC(=O)NCc1ccc(OC)cc1)(OCC)C(F)(F)F (stereo not given) | -14 | -8 | 8 | 0.2 | 0 | 16 | -1 | 3 | 18
Oc1ccc(-c2[nH]ncc2-c2cnn(-c3ccccc3)c2)c(O)c1 | 18 | -1 | 7 | 1.4 | -1 | 2 | 3 | 6 | -13
CC1(C)CC(=O)c2sc(NC(=O)c3cccs3)nc2C1 | -55 | 1 | 31 | 0.8 | -1 | 25 | -6 | 38 | 38
CC1=C(C)CC(C(=O)NCc2ccccn2)C(C(=O)O)C1 (stereo not given) | 19 | 0 | 16 | -0.7 | 0 | -16 | 3 | 12 | 7
